# Screens (PubChem BioAssay)
# esBAF inh: blocks esBAF chromatin remodeling in mouse ES cells; reporter increase, % at 12.5 µM; Bmi1-luciferase knock-in reporter, 24 h; 100% = twice the neutral-well signal; actives 2% (n = 350,000); in the data active = activation above about 40%;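 note: 0% = median of the plate's neutral control wells and 100% = double that signal; a rise in the Bmi1 reporter signal indicates esBAF inhibition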
# SIRT5 inh: sirtuin-5 (human) deacylase inhibition; Q9NXA8; Purified SirT5, succinyl-peptide AMC, trypsin-coupled fluorescence; inhibition, % at 15 µM; actives 1.1% (n = 330,000); AID 652115; in the data active = inhibition above about 15%
# Target sequence (Q9NXA8 whole entry, looked up): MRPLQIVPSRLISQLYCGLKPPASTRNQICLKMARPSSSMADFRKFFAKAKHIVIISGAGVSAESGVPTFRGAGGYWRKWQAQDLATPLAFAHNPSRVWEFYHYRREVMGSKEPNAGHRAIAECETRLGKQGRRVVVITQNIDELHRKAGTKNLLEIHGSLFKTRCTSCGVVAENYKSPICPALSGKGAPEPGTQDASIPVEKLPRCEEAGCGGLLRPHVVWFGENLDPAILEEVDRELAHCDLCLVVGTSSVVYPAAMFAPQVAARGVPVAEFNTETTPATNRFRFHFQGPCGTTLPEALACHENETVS
# Cneo AK release: causes C. neoformans cell lysis. adenylate kinase release luminescence, 4 h; normalised: neutral wells 0, clomiphene wells 100. lysis activity, % at 15 µM. actives 0.2% (n = 360,000). AID 651654;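 active = mean lysis activity across replicates of at least 80%, whatever share of replicates individually reach that level; inactive = mean lysis activity below 80%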
#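 Material – log-phase Cryptococcus neoformans yeast cells · Input – 5 × 10^6 yeast cells/mL · Medium – fresh YPD growth medium · Doses – single compound concentration per well · Timing – static 4 h at 37 °C with compound, 1 h detection · Detection – adenylate kinase release luminescence · Read-out – signal increase indicating cell lysis · Control set – Clomiphene as positive lysis control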
# ERp5 block: blocks human ERp5 reductase activity on insulin; ERp5 insulin aggregation, absorbance 650 nm, 90 min; Q15084; actives 0.05% (n = 350,000); inhibition, % at 9.99 µM; AID 651711;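 active = mean replicate inhibition above about 25%, with every replicate also reaching it, limit read from the data, passing the limit was not always enough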
# Target sequence (Q15084 whole entry, looked up): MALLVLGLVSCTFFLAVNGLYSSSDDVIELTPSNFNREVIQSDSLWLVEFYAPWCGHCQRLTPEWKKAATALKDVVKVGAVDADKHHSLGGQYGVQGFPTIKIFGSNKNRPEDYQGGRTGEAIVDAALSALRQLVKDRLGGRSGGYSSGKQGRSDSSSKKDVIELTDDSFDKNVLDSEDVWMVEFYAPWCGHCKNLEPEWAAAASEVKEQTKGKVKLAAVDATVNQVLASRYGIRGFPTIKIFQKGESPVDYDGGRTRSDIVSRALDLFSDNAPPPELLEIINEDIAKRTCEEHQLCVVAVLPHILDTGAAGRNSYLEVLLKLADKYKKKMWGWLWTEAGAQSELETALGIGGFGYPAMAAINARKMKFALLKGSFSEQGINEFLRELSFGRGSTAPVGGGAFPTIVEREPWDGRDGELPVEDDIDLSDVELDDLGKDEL
# ARNT-TACC3 inh: ARNT/TACC3 interaction disruption. Q9Y6A5. AlphaScreen His-ARNT PAS-B/GST-TACC3 binding, luminescence; TACC3 fragment carries E629A point mutation. inhibition, % at 9.99 µM. actives 0.66% (n = 390,000). AID 623870;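 active = mean inhibition of replicates at least 50% and at least half of replicates each reaching 50%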;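 note: 0% = complete ARNT plus TACC3 wells and 100% = ARNT alone without TACC3; many hits fall short of the cut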
# miR-122 sensor: miR-122 inhibition in Huh7 cells. Huh7 miR-122 Renilla luciferase sensor, 48 h; neutral wells = 0, positive control = 100. activation (reporter increase), % at 12.5 µM. actives 0.3% (n = 340,000);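 active = mean replicate activation score at least 90 and every replicate individually at or above 90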;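 note: higher luciferase means less miR-122 activity so hits act as miR-122 inhibitors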
# C2C12 statin: suppression of simvastatin myotoxicity. C2C12 myotubes + simvastatin, ATP luminescence, 48 h; scaled: DMSO 0, geranylgeraniol control 100. rescue of ATP level, % at 7.49 µM. actives 0.78% (n = 330,000);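 active = mean ATP rescue above about 67%, or every replicate alone reaching that limit, limit read from the data, passing the limit was not always enough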;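 note: myotubes were challenged with 10 µM simvastatin during compound exposure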
# * hit, by the source's call; . = no result given; [ ] = remark or other dose.
Structure | miR-122 sensor | SIRT5 inh | C2C12 statin | ARNT-TACC3 inh | ERp5 block | esBAF inh | Cneo AK release
CC(=O)Nc1ccc(OS(=O)(=O)c2ccc(C)cc2C)cc1 | 9 | -1 | . | -7 | 1 | . | .
CC[n+]1oc(-c2ccccc2)cc1C | -8 | -1 | 8 | -2 | 3 | -7 | .
COc1ccc(S(=O)(=O)N(C)C[C@@H]2Oc3c(NC(=O)c4ccc(-c5nccs5)cc4)cccc3C(=O)N([C@@H](C)CO)C[C@@H]2C)cc1 | 2[16.7 µM] | -1 | . | -1 | 3 | -4 | -3
COc1ccc(S(=O)(=O)Nc2ccc3c(c2)CC(=O)N([C@@H](C)CO)C[C@H](C)[C@@H](CN(C)Cc2ccc(Oc4ccccc4)cc2)O3)cc1 | -7[16.7 µM] | 5 | 48 | 15 | -1 | 4 | -10
Cc1cc(S(=O)(=O)NC2CCCCC2)c(C)s1 | 260* | 0 | 6 | -19 | 10 | 0 | .
O=C(N[C@H]1CC[C@@H](CCn2cc(C3(O)CCCC3)nn2)O[C@@H]1CO)C1CCCC1 | 1[16.7 µM] | -2 | 0 | -19 | 1 | 1 | -2
CC(C)Nc1nc(Oc2ccc(Cl)cc2Cl)cc(C(F)(F)F)n1 | 14 | . | 3 | 2 | . | -10 | 1
COc1ccc(S(=O)(=O)N(C)C[C@@H]2Oc3ccc(NS(=O)(=O)c4ccc(F)cc4)cc3CC(=O)N([C@@H](C)CO)C[C@@H]2C)cc1 | 7[16.7 µM] | 8 | -9 | . | -3 | -1 | .
Cc1ccc(C(=O)NCC(=O)N2CCN(c3cccc(Cl)c3)CC2)s1 | . | 0 | -1 | 2 | -4 | 11 | -1
Cc1ccc(-c2nc3ccccc3c(=O)n2O)cc1 | -1 | -3 | -20 | 3 | 2 | 0 | 0
CN1C(=O)SC(Nc2ccccc2)C1=O (stereo unspecified) | . | -2 | 12 | -2 | 1 | 3 | 5
COc1cccc(S(=O)(=O)Nc2ccc3c(c2)[C@@H]2C[C@H](CC(=O)N4CCCCC4)O[C@@H](CO)[C@@H]2O3)c1 | -5[16.7 µM] | -3 | 10 | 3 | 2 | -3 | -2
CCO/C=C1\SC(=S)N(c2ccc(Cl)cc2)C1=O | 4 | 3 | . | 5 | . | . | -5
Nc1nc(COC(=O)c2ccco2)nc(Nc2ccccc2)n1 | -4 | 1 | 5 | . | 1 | 48* | -3
CCCNC(=O)N1[C@H](C#N)[C@H](c2ccc(-c3cccnc3)cc2)[C@H]1CO | . | 1 | -11 | 20 | 3 | -2 | 0
CCC(=O)N1CC[C@@H]2[C@@H](CO)N(C)c3ccc(-c4ccccc4)cc3[C@@H]21 | 4[16.7 µM] | 0 | 17 | 6 | -1 | -11 | -2
Cc1cc(C)n2nc(N)nc2n1 | . | -3 | -3 | 1 | 8 | 3 | 0
COc1cc(OC)cc(C(=O)Nc2cc(C)nn2-c2ccccc2)c1 | . | -3 | 1 | . | 2 | -9 | -3
CCN(C[C@H]1[C@H](c2ccccc2)[C@@H](CO)N1C(C)=O)C(=O)c1ccccn1 | -14[16.7 µM] | 5 | 1 | -1 | -3 | 3 | 7
C[C@H](CO)N1C[C@H](C)[C@H](CN(C)C(=O)C2CCC2)Oc2cc(-c3ccc(C(=O)N(C)C)cc3)ccc2S1(=O)=O | -55[16.7 µM] | -3 | 20 | 1 | -5 | -14 | 2
C[C@H](CO)N1C[C@H](C)[C@@H](CN(C)C(=O)Nc2cccc3ccccc23)Oc2c(NS(=O)(=O)c3ccccc3)cccc2C1=O | 5[16.7 µM] | -2 | 26 | 8 | 2 | 5 | -7
COc1ccc(/C=C/C(=O)OCC(=O)Nc2ccc(S(N)(=O)=O)cc2)cc1OC | . | 3 | . | -2 | -1 | . | .
CC(=O)Nc1cccc(NC(=O)c2ccc(COc3ccccc3)cc2)c1 | -5 | . | 7 | -10 | 2 | 98* | -5
N#CCC(=O)N1CCN(C(c2ccccc2)c2ccccc2)CC1 | -4 | -3 | . | . | 0 | . | -1
CN1CCc2c(OCc3ccc(F)cc3)cccc2C1=O | . | -3 | . | 0 | 3 | . | .

# Record cards, from the list above. Values in the order: miR-122 sensor | SIRT5 inh | C2C12 statin | ARNT-TACC3 inh | ERp5 block | esBAF inh | Cneo AK release
# Shown for `CCC(=O)N1CC[C@@H]2[C@@H](CO)N(C)c3ccc(-c4ccccc4)cc3[C@@H]21` : 4[16.7 µM] | 0 | 17 | 6 | -1 | -11 | -2
# Shown for `COc1ccc(S(=O)(=O)N(C)C[C@@H]2Oc3ccc(NS(=O)(=O)c4ccc(F)cc4)cc3CC(=O)N([C@@H](C)CO)C[C@@H]2C)cc1` : 7[16.7 µM] | 8 | -9 | . | -3 | -1 | .
# Shown for `N#CCC(=O)N1CCN(C(c2ccccc2)c2ccccc2)CC1` : -4 | -3 | . | . | 0 | . | -1
# Shown for `Cc1ccc(C(=O)NCC(=O)N2CCN(c3cccc(Cl)c3)CC2)s1` : . | 0 | -1 | 2 | -4 | 11 | -1
# Shown for `CC(C)Nc1nc(Oc2ccc(Cl)cc2Cl)cc(C(F)(F)F)n1` : 14 | . | 3 | 2 | . | -10 | 1

# Additional results:
Structure | miR-122 sensor | SIRT5 inh | C2C12 statin | ARNT-TACC3 inh | ERp5 block | esBAF inh | Cneo AK release
COc1cc(OC)c2c(-c3ccccc3)cc(=O)oc2c1C(CCN1CCCCC1)c1ccc(N(C)C)cc1 (stereo unspecified) | 22 | . | -28 | 44* | . | 0 | 13
O=C(CN1C(=O)NC2(CCc3ccccc32)C1=O)NC1CCCCC1 (stereo unspecified) | -1 | . | -3 | . | -3 | 0 | -1
S=C(NCC1COc2ccccc2O1)Nc1ccc(Br)cc1 (stereo unspecified) | 14 | 2 | -75 | -7 | 5 | -2 | 10
CCCc1nnc2c(N(C)S(=O)(=O)c3ccc(C)cc3)nc3ccccc3n12 | . | -2 | . | -14 | -6 | . | .
Cc1ccsc1/C=N/N1CCN(c2ccccc2)CC1 | -3 | -1 | -6 | -5 | -2 | 49* | 0
Cc1ccc(OCCCCCN2CCOCC2)c(Cl)c1 | 4 | 0 | -3 | -1 | 1 | 26 | 2
COc1ccccc1-n1cc(C(=O)NCC(=O)NCc2ccc(F)cc2)c2ccccc2c1=O | . | 5 | . | 2 | 2 | . | .
Cc1cc(C(C)(C)C)cc(S(=O)(=O)Nc2ccc(O)c(C(=O)O)c2)c1C | 5 | . | 55 | -14 | . | -2 | .
COC(=O)CCCNS(=O)(=O)c1ccc2ccccc2c1 | 34 | . | -7 | -1 | . | -3 | 2
COc1ccc2c(c1)C[C@]1(C)c3ccccc3C(=O)N(Cc3ccccc3)[C@H]21 | -3 | 0 | 13 | 5 | -8 | 0 | 1
COc1ccc(C(=O)/C=C/Nc2ccc([N+](=O)[O-])cc2C)c(OC)c1 | 0 | -4 | . | -10 | 4 | . | -8
C[C@@H]1CN([C@H](C)CO)C(=O)c2cc(C#C[C@@H](C)O)cnc2O[C@H]1CN(C)Cc1ccccn1 | 7[16.7 µM] | 1 | -6 | 17 | -3 | -5 | 0
Cc1ccc(C)c(Cn2nnc3c(=O)[nH]c(C4CCN(S(=O)(=O)c5ccc(S(=O)(=O)N(C)C)cc5)CC4)nc32)c1 | 1 | -10 | 3 | -3 | -2 | 0 | 3
Cn1c(O)c(/C=C2\C=Nc3ccccc32)sc1=Nc1ccc(C(=O)O)cc1 | 2 | 4 | -8 | -2 | -1 | -3 | -1
C/C(=N\OC(=O)NC(C)C)c1sc(-c2ccc(Cl)cc2)nc1C | -1 | . | 71* | 0 | . | 38 | -8
NC(=O)CC(O)c1cccc(Cl)c1 (stereo unspecified) | -5 | . | 8 | -4 | . | 3 | 0
C/C(=N\NC(=O)C(c1ccccc1)c1ccccc1)c1ccc(O)cc1 | 3 | . | 11 | 60* | 3 | 3 | 0
CCOC(=O)CSc1ncc(OC)c(Sc2ccc(Cl)cc2)n1 | -1 | . | -18 | -27 | . | -1 | -1
CC(=O)C[C@H](O)CC(=O)[C@@H]1OC(=O)[C@@H](C)C/C=C\Cc2ccccc21 | -6 | -2 | 0 | 6 | 3 | -1 | 2
COc1ccc(S(=O)(=O)Nc2ccc3c(c2)C(=O)N([C@H](C)CO)C[C@H](C)[C@@H](CN(C)C(=O)Nc2ccc(F)cc2)OCCCC[C@@H](C)O3)cc1 | 19[16.7 µM] | 3 | 4 | 1 | -5 | -13 | 4
COc1ccc2c(c1)C(C1=C(O)CC(C)(C)CC1=O)C1=C(CC(C)(C)CC1=O)O2 (stereo unspecified) | -3 | . | -22 | 2 | . | 2 | -1
COc1ccc(N(CC(=O)N/N=C/c2ccc(C(=O)O)cc2)S(=O)(=O)c2ccc(NC(C)=O)cc2)cc1 | 2 | 3 | -4 | 12 | 4 | -1 | -2
CC1CC(C)CN(CCC(=O)Nc2cccc(Cl)c2)C1 (stereo unspecified) | -3 | . | . | -3 | . | . | 0
Cc1ccc(CNC(=O)Cn2nnc(C(=O)Nc3ccc(Br)cc3)c2N)cc1 | -3 | -2 | -3 | 7 | -3 | -3 | 7
COC(=O)c1sc(N2CCCCC2)c(C#N)c1N | . | 0 | -1 | -2 | -3 | 12 | .

# A draw from above in order of formula weight, descending.
Structure | miR-122 sensor | SIRT5 inh | C2C12 statin | ARNT-TACC3 inh | ERp5 block | esBAF inh | Cneo AK release
COc1ccc2c(c1)C(C1=C(O)CC(C)(C)CC1=O)C1=C(CC(C)(C)CC1=O)O2 (stereo unspecified) | -3 | . | -22 | 2 | . | 2 | -1
CCC(=O)N1CC[C@@H]2[C@@H](CO)N(C)c3ccc(-c4ccccc4)cc3[C@@H]21 | 4[16.7 µM] | 0 | 17 | 6 | -1 | -11 | -2
COC(=O)CCCNS(=O)(=O)c1ccc2ccccc2c1 | 34 | . | -7 | -1 | . | -3 | 2

# (more compounds)
Structure | miR-122 sensor | SIRT5 inh | C2C12 statin | ARNT-TACC3 inh | ERp5 block | esBAF inh | Cneo AK release
COc1ccc(-c2ccc([C@@H]3[C@@H](C#N)N(C(=O)C4CCOCC4)[C@H]3CO)cc2)cc1 | . | 2 | 5 | -1 | -2 | 6 | -2
COC(=O)c1ccc(CNC(=O)c2ccc3c(c2)S(=O)(=O)N=C2CCCCCN23)cc1 | -3 | -1 | -2 | -1 | -13 | 0 | 0
CNC(=O)N(O)C1N(C)C(=O)N(Cc2ccccc2)C1(C)C (stereo unspecified) | -4 | . | . | -3 | . | 7 | 5
CC(C)NC(=O)Nc1ccc2c(c1)C(=O)N([C@H](C)CO)C[C@H](C)[C@@H](CN(C)C(=O)Nc1ccc(F)cc1)O2 | 3[16.7 µM] | -5 | 33 | 0 | -7 | -4 | -8
COC(=O)CCCC[C@@H]1SC[C@@H](NC(=O)OC)[C@@H]1NC(=O)OC | -7 | . | 1 | -5 | . | -2 | -1
COc1ccc(CC(=O)NCc2nnc(SCC(=O)Nc3cccc(F)c3)n2C)cc1 | . | 1 | . | -3 | -1 | . | 1
O=C1c2ccccc2-c2ccc(C(=O)N3CCCCC3)cc21 | . | -2 | . | 18 | 0 | . | .
COc1cccc(CNCC2CCCO2)c1 (stereo unspecified) | -1 | 1 | -5 | -4 | 3 | -6 | 1
Cc1cc(SCc2cccc(C(F)(F)F)c2)nc(=O)[nH]1 | . | . | 3 | 2 | . | -2 | -5
COc1cccc(C(=O)C2CCCN(Cc3cn(C)nc3-c3ccccc3)C2)c1 (stereo unspecified) | . | 3 | . | 2 | -5 | . | .
